# From PubChem BioAssay
# GPR7 antagonist: GPR7 receptor antagonists, primary screen, cell-based, fluorescence, single concentration. 1.1% of 290,000 active. GPR7-expressing cells, fluorescence antagonist assay. inhibition, % at 4.4 µM. Neuropeptides B/W receptor type 1 (Homo sapiens), P48145; in the data active = inhibition above about 16%, passing the limit was not always enough;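 also: cells stimulated with the agonist NPW; 0% = agonist with vehicle and 100% = vehicle without agonist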
# Target sequence (P48145 whole entry, looked up): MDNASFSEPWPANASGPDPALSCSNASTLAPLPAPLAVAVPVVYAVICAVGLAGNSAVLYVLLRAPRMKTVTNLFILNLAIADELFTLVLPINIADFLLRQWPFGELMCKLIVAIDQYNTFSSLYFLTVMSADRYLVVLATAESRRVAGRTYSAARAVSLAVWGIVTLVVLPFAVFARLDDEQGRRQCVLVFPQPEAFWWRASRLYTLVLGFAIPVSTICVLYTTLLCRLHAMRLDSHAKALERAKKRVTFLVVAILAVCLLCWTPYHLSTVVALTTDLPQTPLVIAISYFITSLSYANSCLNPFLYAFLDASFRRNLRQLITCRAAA
# MEKK2 mut-MEK5: MEK5 binding signal on mutant MEKK2 PB1, primary screen, biochemical, multiplex bead flow cytometry, Alexa488-MEK5; Alexa488-MEK5 binding to MEKK2 mutant; percent response, % at 10 µM; 0.35% of 290,000 active; in the data active = percent response above about 24%, passing the limit was not always enough; also: inactives centre near 1; some results filed as inactive read as strong as hits
# GalR3 antag: GalR3 antagonists in HEK293 cells, primary screen, cell-based, fluorescence readout | Galanin receptor type 3 (Homo sapiens), O60755 | HEK293 GalR3-CNG cAMP membrane potential fluorescence; galR3 body fused to GalR1 C-terminus | inhibition, % at 3 µM | 0.44% of 360,000 active;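 active = inhibition above the screen-wide average plus 3 SD, cut at about 13% in these data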;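 also: forskolin and galanin both at EC90 stimulate the cells; cAMP rise reported by CNG channel membrane potential dye signal; 0% = forskolin plus galanin with DMSO and 100% = forskolin alone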
# Target sequence (O60755 1-299 limits assumed): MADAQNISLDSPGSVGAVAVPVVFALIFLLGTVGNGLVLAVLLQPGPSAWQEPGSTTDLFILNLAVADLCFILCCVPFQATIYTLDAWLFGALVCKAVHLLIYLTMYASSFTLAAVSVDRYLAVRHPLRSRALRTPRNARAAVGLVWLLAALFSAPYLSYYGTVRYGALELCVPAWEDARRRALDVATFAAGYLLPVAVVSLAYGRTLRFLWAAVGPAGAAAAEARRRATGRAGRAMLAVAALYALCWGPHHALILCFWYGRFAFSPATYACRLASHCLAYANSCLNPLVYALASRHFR
# V1aR counter: agonists of human V1a receptor, primary screen, counter-screen for OXTR agonist project, fluorescence, CHO-V1R cells; Vasopressin V1a receptor (Homo sapiens), P37288; Fluo-8 calcium fluorescence, agonist mode; 0% DMSO, 100% 3 nM vasopressin; activation, % at 3 µM; 0.25% of 320,000 active;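 active = activation above the mean activation of all tested compounds plus 3 SD, per screening run, cut at about 20% in these data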;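 also: signal is peak over basal fluorescence ratio across a 100 second FLIPR read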
# Target sequence (P37288 whole entry, looked up): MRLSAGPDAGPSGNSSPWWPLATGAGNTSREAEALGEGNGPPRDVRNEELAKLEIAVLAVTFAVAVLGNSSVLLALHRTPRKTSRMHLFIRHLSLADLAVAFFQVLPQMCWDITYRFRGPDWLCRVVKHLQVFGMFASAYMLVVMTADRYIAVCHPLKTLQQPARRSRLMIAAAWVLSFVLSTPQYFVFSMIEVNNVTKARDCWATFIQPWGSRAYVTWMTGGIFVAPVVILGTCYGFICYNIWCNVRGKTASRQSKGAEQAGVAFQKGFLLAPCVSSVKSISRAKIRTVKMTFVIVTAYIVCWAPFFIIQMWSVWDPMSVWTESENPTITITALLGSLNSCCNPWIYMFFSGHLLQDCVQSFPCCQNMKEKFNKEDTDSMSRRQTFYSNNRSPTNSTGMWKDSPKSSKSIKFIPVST
# MEKK2wt PB1 HTS: modulators of MEK5 binding to wildtype MEKK2, primary screen, biochemical, multiplex bead flow cytometry, Alexa488-MEK5; AID 1531, 2009; binding response (% of control), % at 10 µM; 1.1% of 290,000 active; Alexa488-MEK5 binding to MEKK2 WT; actives lie on both sides; in the data active = binding response below about 67% or above about 130%
# OXTR ag: human OXTR agonists, primary screen, fluorescence, CHO-OTR cells, Fluo-8 calcium; 0.32% of 320,000 active; activation, % at 3 µM; Oxytocin receptor (Homo sapiens), P30559; AID 2435, 2010; Fluo-8 calcium fluorescence; normalized: DMSO 0%, oxytocin 100%;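 active = activation above the mean of all tested compounds plus 3 SD, cutoff set per screening run, cut at about 20% in these data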;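 also: peak over basal fluorescence ratio from a 100 s FLIPR kinetic read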
# M18AAP inhibitor: PfM18AAP inhibitors, malaria aminopeptidase, primary screen, biochemical, QFRET, recombinant enzyme; H-Glu-NHMec fluorogenic cleavage; inhibition, % at 7.35 µM; 1.2% of 290,000 active; AID 1822, 2009;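 active = inhibition above the campaign mean inhibition over all tested compounds plus 3 SD, cut at about 28% in these data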;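 also: 0% = plate median of test compound wells and 100% = 2 mM ZnCl2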
# NALP1 inh: NALP1 inflammasome inhibitors in reconstituted yeast, colorimetric, S. cerevisiae, triplicate retest; AID 2071, 2009; inhibition, % at 10 µM; S. cerevisiae NALP1/ASC/caspase-1 growth, X-gal OD620, 72 h; 0.61% of 280,000 active; in the data active = inhibition mostly above about 24%, no sharp cut-off; inactive = mostly below about 32%; also: some compounds called inactive have numbers as strong as hits
# OXTR potentiate: human OXTR potentiators, primary screen, fluorescence, CHO-OTR cells, Fluo-8 calcium. Oxytocin receptor (Homo sapiens), P30559. Fluo-8 calcium fluorescence, potentiator mode; 0% = oxytocin EC15, 100% = EC100. activation, % at 3 µM. 0.061% of 320,000 active;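 active = activation above that plate's cutoff, the mean activation of tested compounds plus 3 SD, cut at about 6.6% in these data, passing the limit was not always enough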;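 also: 100% uses oxytocin at 75 nM as the full agonist control; some results filed as inactive read as strong as hits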
#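 Dosing: Single dose, 3.0 µM nominal final compound concentration | Material: Human OTR in CHO cells | Technique: Kinetic Fluo-8 calcium fluorescence | Benchmarks: EC15 oxytocin alone as 0%, 75 nM oxytocin as 100% | Probe or stimulus: Oxytocin at about EC15, sub-maximal agonist stimulus | Incubation: Compound 6 min at room temperature before oxytocin, 100 s read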
# The depositor's hits bear a star; x = not tested or not shown. The order is random; overall some 4.1% were active at least once.
SMILES,GPR7 antagonist,MEKK2 mut-MEK5,GalR3 antag,V1aR counter,MEKK2wt PB1 HTS,OXTR ag,M18AAP inhibitor,NALP1 inh,OXTR potentiate
COc1ccc(/C=C/c2nc(N)nc(-c3ccccc3O)n2)cc1,-2,0,1,1.3,111,2.6,7,27,-11
COc1cc(OC)cc(Oc2ccc(S(=O)(=O)N3CCCCC3)cc2[N+](=O)[O-])c1,2,-6,-10,-0.5,93,-0.7,-1,8,-8
Cc1noc(C)c1COc1ccc(CC(=O)NC2CCCCCC2)cc1,8,-10,-10,2.4,89,2.3,-1,5,-12
Cn1c(=O)c2c(nc(NN=C3CCCCC3)n2C)n(C)c1=O,-19,5,-4,0.8,101,-0.1,3,19,-4
CCCC(=O)Nc1cccc(-c2nc3ccccc3c(=O)o2)c1,-6,-6,-4,-0.1,94,-0.5,-5,7,-9
NC(=O)c1cccc(-c2noc(-c3ccccc3F)n2)c1,x,x,-3,0.8,x,1.2,x,x,0
CC(NC(=O)c1cccc(Cl)c1)C1CC2CCC1C2 (stereo not drawn),-8,-8,-6,-0.5,97,-1.9,8,29,-2
CC(=O)c1sc(Nc2ccccn2)nc1C,5,1,-4,4.1,99,-2.0,4,-8,2
C=CCc1c(C)nc(SCC(N)=O)[nH]c1=O,-5,5,x,-0.1,100,-0.1,-2,14,1
Cc1cccc(C)c1NC(=O)CN(C)C(=O)CC1OC(=O)c2ccccc21 (stereo not drawn),x,x,-1,-0.5,x,0.0,x,x,3
Cc1cccc(NC(=S)Nc2ccc(Oc3ccccc3)cc2)n1,-2,5,6,0.3,99,0.1,2,2,-4
O=C(CSc1nnc(-c2ccco2)n1Cc1ccccc1)NC(=O)NCc1ccco1,1,6,-6,-0.1,105,-0.1,-6,27,-3

# Nine of the compounds above, bar-delimited.
SMILES | GPR7 antagonist | MEKK2 mut-MEK5 | GalR3 antag | V1aR counter | MEKK2wt PB1 HTS | OXTR ag | M18AAP inhibitor | NALP1 inh | OXTR potentiate
Cn1c(=O)c2c(nc(NN=C3CCCCC3)n2C)n(C)c1=O | -19 | 5 | -4 | 0.8 | 101 | -0.1 | 3 | 19 | -4
CCCC(=O)Nc1cccc(-c2nc3ccccc3c(=O)o2)c1 | -6 | -6 | -4 | -0.1 | 94 | -0.5 | -5 | 7 | -9
NC(=O)c1cccc(-c2noc(-c3ccccc3F)n2)c1 | x | x | -3 | 0.8 | x | 1.2 | x | x | 0
CC(NC(=O)c1cccc(Cl)c1)C1CC2CCC1C2 (stereo not drawn) | -8 | -8 | -6 | -0.5 | 97 | -1.9 | 8 | 29 | -2
CC(=O)c1sc(Nc2ccccn2)nc1C | 5 | 1 | -4 | 4.1 | 99 | -2.0 | 4 | -8 | 2
C=CCc1c(C)nc(SCC(N)=O)[nH]c1=O | -5 | 5 | x | -0.1 | 100 | -0.1 | -2 | 14 | 1
Cc1cccc(C)c1NC(=O)CN(C)C(=O)CC1OC(=O)c2ccccc21 (stereo not drawn) | x | x | -1 | -0.5 | x | 0.0 | x | x | 3
Cc1cccc(NC(=S)Nc2ccc(Oc3ccccc3)cc2)n1 | -2 | 5 | 6 | 0.3 | 99 | 0.1 | 2 | 2 | -4
O=C(CSc1nnc(-c2ccco2)n1Cc1ccccc1)NC(=O)NCc1ccco1 | 1 | 6 | -6 | -0.1 | 105 | -0.1 | -6 | 27 | -3

# (more compounds)
SMILES,GPR7 antagonist,MEKK2 mut-MEK5,GalR3 antag,V1aR counter,MEKK2wt PB1 HTS,OXTR ag,M18AAP inhibitor,NALP1 inh,OXTR potentiate
O=C(Cc1ccccc1)N/N=C\c1ccc(Br)o1,8,6,x,x,102,x,-5,1,x
Cc1ccc(-c2cc(C(=O)N/N=C/c3ccco3)[nH]n2)cc1,-2,x,-3,0.1,x,-0.7,4,10,-1
Cn1nccc1C(=O)N1CCCC(C(=O)c2ccc(Oc3ccccc3)cc2)C1 (stereo not drawn),-11,0,-7,9.9,97,6.0,3,-10,-9
N#Cc1ccccc1CSCCNC(=O)Cc1c(F)cccc1Cl,0,-7,-11,-0.5,97,0.7,2,-1,-11
O=C(CSc1nc2ccccc2c(=O)n1-c1ccc(F)cc1F)Nc1ccc2c(c1)CCC2,-12,-1,3,1.0,100,-0.4,4,11,-5
COc1cc(C)c(Cl)cc1S(=O)(=O)NCc1ccco1,-15,2,-1,2.1,102,2.3,0,12,-13
Cc1ccc(O)c(C(=O)/C=C/c2ccc3c(c2)OCCCO3)c1,19,-1,7,0.2,98,-1.3,13,31,-4
CC(C)(Oc1ccc(Cl)cc1)C(=O)NCCN1C(=O)S/C(=C/c2cccnc2)C1=O,-19,6,-2,5.0,107,4.0,8,18,-1
COc1cc(NC(=O)c2cc(OC)c(OC)c(OC)c2)c(OC)cc1NC(=O)CN1CCCCC1,-7,4,-1,-0.7,101,-0.2,-3,13,3
CN1C2C=C(N(CCc3c[nH]c4ccccc34)C(=O)c3ccc(Cl)cc3)CC1CC2 (stereo not drawn),6,10,-9,9.8,123,17,-2,4,-24
CC(=O)c1cccc(NC(=O)COC(=O)CCC(=O)c2ccc(F)cc2)c1,x,x,-4,2.0,x,1.7,x,x,-1
O=C(c1cc(COc2ccc(F)cc2Cl)on1)N1CCCC(c2ccccc2)C1 (stereo not drawn),18,-6,-3,3.2,102,-0.2,-2,16,-11
Cc1ccc(NC(=O)COc2ccc(/C=C3/NC(=O)NC3=O)cc2)cc1,3,-3,-2,0.9,95,2.1,0,19,-4
Cc1cccc(OCC(=O)NCCCNC(=O)c2ccc(C)nc2)c1,-7,-1,-7,0.4,95,0.5,5,-1,-3
CC(=O)c1ccc(NC(=O)N2CCc3ccccc3C2)cc1,3,1,0,0.3,99,-0.7,2,5,-19
CC1CCc2c(nc3sc4c(c3c2N)CCCC4)C1 (stereo not drawn),22*,-2,-5,-1.2,97,-0.8,-5,42*,-6
Cc1c(-c2ccc(Cl)cc2)[n+](=O)c2c(n1[O-])CCCC2,-13,-1,-4,1.3,102,-0.5,-2,-8,-1
CC1=NN(C(=O)c2ccc(Cn3cc(Br)c([N+](=O)[O-])n3)o2)C(O)(C(F)(F)F)C1 (stereo not drawn),-12,-2,-4,1.2,95,2.6,-1,22,-8
COc1cccc(C2=NOC(C(=O)Nc3ccccc3SC)C2)c1 (stereo not drawn),-2,0,-4,-0.6,99,-1.8,2,-2,-10
CCOC(=O)C1CCN(c2ncnc3c2cnn3-c2ccccc2)CC1,-5,3,-8,1.3,105,1.1,2,-8,-5
CCC(C)[C@H](NC(=O)Nc1ccc(C(C)=O)cc1)C(=O)OC (stereo partly drawn),2,3,-1,0.4,109,1.6,-8,34,-9
O=C1N[C@@H](Cc2ccccc2)COC(=O)[C@@H](Cc2ccc(F)cc2)CC/C=C/C[C@@H]1CC(=O)N(CCO)Cc1ccccc1,x,x,2,0.8,x,1.3,x,x,-8
Cc1noc(C)c1CSCC(=O)N(CCC(C)C)c1c(N)n(Cc2ccccc2)c(=O)[nH]c1=O,-8,6,-3,0.6,104,-0.6,-4,2,-1
COc1ccccc1CNC(=O)COC(=O)c1ccccc1SCC(=O)N1CCCC1,x,x,-1,-0.5,x,-1.1,x,x,-1
CCOc1ccc(-c2c(=O)n(OCc3ccc([N+](=O)[O-])cc3)c3ccccc3[n+]2[O-])cc1,-5,13,x,0.7,91,-2.5,-1,20,-3
Cc1ccc(NC(=O)C(C)N2CCc3ccccc3C2)cc1 (stereo not drawn),-22,4,-6,-0.8,104,-1.1,6,-3,2
N#Cc1ccc(OCC(=O)NCCc2ccc(S(N)(=O)=O)cc2)cc1,-6,-8,0,-0.1,96,-1.1,2,18,-4
CCOC(=O)CNC(=O)CSc1nc(N(C)C)nc(N2CCOCC2)n1,-4,-2,1,0.5,101,0.5,2,x,-5
Cc1cccc(-n2c(C)nc3cc(C(=O)NCc4ccc5c(c4)OCO5)ccc32)c1,8,-2,-2,2.0,100,0.1,5,7,-3
CN(C)C(CNS(=O)(=O)c1ccc(Cl)cc1F)c1ccco1 (stereo not drawn),x,x,-6,0.7,x,1.4,x,x,-3
O=C(Nc1cc(Cl)ccc1-n1cncn1)c1ccc([N+](=O)[O-])s1,-14,6,x,0.3,106,0.1,2,45*,-4
O=C(O)c1ccc(NC(=O)c2cccc(N3C(=O)C4C5CCC(C5)C4C3=O)c2)cc1 (stereo not drawn),10,2,-2,-0.3,109,1.8,-6,36,1
CC1CC(C)CN(S(=O)(=O)c2ccc(NC(=O)C3COc4ccccc4O3)cc2)C1 (stereo not drawn),18,-1,-3,0.0,99,-1.2,-9,23,-5
C=CCNC(=S)Nc1nc2c(cc1C(=O)OCC)CCCC2,-9,1,-7,4.2,70,1.8,7,2,-1
C(=N\N1CCN(c2ccccn2)CC1)/c1ccccn1,-3,0,-2,0.4,104,0.8,0,9,0
CCCSc1nc(C)cc(C)c1S(=O)(=O)c1ccccc1C,-11,x,-5,0.8,x,-1.4,-5,5,-17
O=C(CN1CCN(Cc2ccccc2Cl)CC1)N/N=C/C=C/c1ccccc1[N+](=O)[O-],-7,2,-3,4.8,102,6.1,-3,25,-8
O=C(CN1CCN(Cc2ccccc2)CC1)N/N=C/c1ccc(Br)s1,13,-16,-5,0.4,86,1.3,3,22,0
COc1ccc(NC2CC(=O)N(c3ccccc3)C2=O)cc1 (stereo not drawn),-6,8,1,-0.1,108,1.1,1,-11,-12
Cc1ccc(O)c(-c2cc(C(=O)Nc3ccc(S(=O)(=O)N4CC(C)OC(C)C4)cc3)[nH]n2)c1 (stereo not drawn),-4,3,-5,0.8,107,1.6,2,31,-20
Cc1cc(C(=O)COC(=O)c2ccccc2Br)c(C)n1CC1CCCO1 (stereo not drawn),-3,3,-2,2.5,104,-1.6,-4,x,-3
CCOc1ccc(OCCC(=O)NNC(=O)c2cc(C)oc2C)cc1,x,x,-3,-0.6,x,-1.4,x,x,3
COCCN1Cc2cccc(C(=O)NC(C)c3cccs3)c2C1=O (stereo not drawn),-4,-2,-4,0.5,95,-0.9,-5,13,-6
Cc1ccc(C2(c3noc(CN4CCC(c5ccncc5)CC4)n3)CCCC2)cc1,-5,-7,-4,2.6,100,-1.6,-7,4,-14
